# GSIS activator – GLuc luminescence reporter in INS-1E cells, primary screen for activators of glucose-dependent secretion of insulin; 0.61% of 370,000 active; activation, % at 16.6 µM; AID 743287; INS-1E GLuc reporter insulin secretion, 2-3 h;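 active means lowest replicate activation of at least 40%, so every replicate reaches that level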;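 further: 0% = median of neutral control wells and 100% = median of IBMX positive control wells; some compounds called inactive have numbers as strong as hits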
# LGR2 inh – blocks bursicon-induced cAMP signaling via Drosophila LGR2 | HEK293 LGR2, CRE-luciferase, bursicon-stimulated, 4 h | inhibition, % at 9.99 µM | 0.35% of 380,000 active;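 active means drop in luminescence signal, shown as inhibition above about 50% in the replicate tests, limit read from the data, passing the limit was not always enough; inconclusive means probably only some replicates passing the limit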;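 further: agonist challenge used bursicon conditioned medium at about half maximal strength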
# PglD inh – blocks C. jejuni PglD acetyltransferase activity; purified PglD enzyme, DTNB colorimetric CoA detection; inhibition, % at 12.5 µM; 0.098% of 360,000 active; AID 602405; in the data active means inhibition above about 16%, passing the limit was not always enough; inconclusive means no clear call, values can overlap the other calls; further: strong numbers were not always called active
# Cneo AK release – Cryptococcus neoformans lysis via adenylate kinase release; 0.2% of 360,000 active; lysis activity, % at 15 µM; C. neoformans lysis, adenylate kinase release luminescence, 4 h; normalised: neutral wells 0, clomiphene wells 100; AID 651654;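 active means mean lysis activity across replicates of at least 80%, whatever share of replicates individually reach that level; inactive means mean lysis activity below 80%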
#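 Schedule: static 4 h at 37 °C with compound, 1 h detection; system: C. neoformans cells; benchmarks: Clomiphene as positive control; buffer or medium: fresh YPD medium; measure: luminescence rise reflecting yeast cell lysis; measured by: luminescent adenylate kinase detection reagent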
# PAX8 inh HTS – inhibitors of PAX8 transcriptional activity in RMG-I cells; RMG-I TPO-luciferase reporter, SteadyGlo, 24 h; 1.2% of 360,000 active; AID 652154; inhibition, % at 12.6 µM;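 active means mean replicate inhibition at least 60% with every replicate also reaching 60%; inconclusive means only one of the two criteria is met; inactive means mean below 60% and not all replicates reaching 60%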;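 further: luciferase light reporting Pax8 driven TPO promoter activity; plate controls were median of neutral control wells for no effect and mitoxantrone controls for full effect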
# PGC1a acetyl inh – lowers PGC1a acetylation signal in U2OS cells. AlphaScreen anti-acetyl-lysine; with virally co-expressed GCN5 acetyltransferase. inhibition, % at 15.6 µM. 0.17% of 350,000 active. AID 651687;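 active means every replicate shows inhibition of at least 40%; inconclusive means mean inhibition at least 40% but some replicate below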;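 further: 0% = neutral control wells and 100% = positive control wells; some results beyond the cut were filed as inactive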
# ARNT TACC3 PPI – disrupts binding between human ARNT and TACC3; Q9Y6A5; AlphaScreen His-ARNT PAS-B/GST-TACC3 binding, luminescence; TACC3 fragment carries E629A point mutation; inhibition, % at 9.99 µM; 0.66% of 390,000 active;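 active means mean inhibition of replicates at least 50% and at least half of replicates each reaching 50%; inconclusive means half or more replicates reach 50% but mean below 50%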;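 further: 0% = complete ARNT plus TACC3 wells and 100% = ARNT alone without TACC3; many hits fall short of the cut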
# C2C12 statin – suppressors of simvastatin-induced myotoxicity in C2C12 myotubes. ATP luminescence, 48 h; scaled: DMSO 0, geranylgeraniol control 100. rescue of ATP level, % at 7.49 µM. 0.78% of 330,000 active. AID 602340;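 active means mean ATP rescue above about 67%, or every replicate alone reaching that limit, limit read from the data, passing the limit was not always enough; inconclusive means no clear call, values can overlap the other calls; inactive means mean under the limit and some replicate under it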;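 further: myotubes were challenged with 10 µM simvastatin during compound exposure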
# The depositor's hits bear a star; ? = inconclusive; . = not tested or not shown; & = joins results of further samples.
# The first two compounds, ahead of the listing:
SMILES,GSIS activator,LGR2 inh,PglD inh,Cneo AK release,PAX8 inh HTS,PGC1a acetyl inh,ARNT TACC3 PPI,C2C12 statin
CCOc1cccc(/C(O)=C2/C(=O)C(=O)N(CCOC)C2c2ccco2)c1 (stereo not drawn),.,.,6.5,0.2,-12.7,-1.0,-8.7,-1.5
O=C(CCNS(=O)(=O)c1cccc2nsnc12)NCc1ccccc1Cl,8.1,-2.1,0.7,-1.7,16.6,-0.6,-5.1,4.2

# This part in full, repeating the preview:
SMILES,GSIS activator,LGR2 inh,PglD inh,Cneo AK release,PAX8 inh HTS,PGC1a acetyl inh,ARNT TACC3 PPI,C2C12 statin
CCOc1cccc(/C(O)=C2/C(=O)C(=O)N(CCOC)C2c2ccco2)c1 (stereo not drawn),.,.,6.5,0.2,-12.7,-1.0,-8.7,-1.5
O=C(CCNS(=O)(=O)c1cccc2nsnc12)NCc1ccccc1Cl,8.1,-2.1,0.7,-1.7,16.6,-0.6,-5.1,4.2
Cc1cc(C)c(S(=O)(=O)N2C[C@H]3CON(C)[C@H]3C[C@H]2c2ccc(N3CCCCC3)cc2)c(C)c1,-4.7,-8.4,7.5,3.6,-5.9,-17.4,.,3.6
COc1ccccc1NC(=O)N1CCC(c2nc3cc(C)c(C)cc3[nH]2)CC1,.,.,4.9,-2.5,29.4,-10.5,-6.7,-64.1
O=C1CSC(c2ccccc2)N1c1ccccc1 (stereo not drawn),.,.,-2.4,5.7,-21.4,-1.1,-6.0,.
O=S(=O)(NCc1ccccc1)[C@@H]1CC2C=CC1C2 (stereo partly drawn),3.7,-17.5,0.4,2.8,-15.2,.,-7.5,-3.2
CCCc1nnc(SCC(=O)N2CCCCC2C)n1CCOC (stereo not drawn),2.3,-25.0,.,.,2.1,.,-8.2,1.6
CCc1cc(=O)oc2c3c(cc(OCC(=O)Nc4cccnc4)c12)OC(C)(C)CC3,-1.8,-5.2,1.1,-6.6,.,-16.1,5.2,-1.2
CC(=O)C1=C(NC(=O)c2ccccc2F)C[C@@H]2[C@H]1C2(C)C,.,.,-5.4,8.9,.,-13.5,-1.2,-2.2
Cc1noc(C)c1S(=O)(=O)N(C)C[C@H]1OCCCC[C@H](C)Oc2ccc(NS(=O)(=O)c3ccccc3)cc2C(=O)N([C@@H](C)CO)C[C@@H]1C,-5.0,8.2,-2.4,0.7,13.2,-0.6,-1.0,.
NC(=O)[C@@H]1[C@@H]2C(=O)N(c3ccc(F)cc3)C(=O)[C@@H]2[C@H]2C=Cc3ccccc3N21,-6.2,-36.5,-4.4,-0.7,34.2,14.7,14.0,1.2
NC(=O)c1cnn(Cc2ccc(Cl)cc2)c1N,.,.,-9.2,-0.5,.,.,-2.3,16.5
COc1ccc(C(=O)N2CCN(c3ncccn3)CC2)cc1[N+](=O)[O-],2.5,3.8,9.0,3.6,-3.3,6.1,23.8,12.6
CO[C@@H]1CN(C)C(=O)c2cc(NC(=O)C3CC3)ccc2OC[C@H](C)N(C(=O)Cc2ccccn2)C[C@@H]1C,1.4,10.0,1.0,3.1,5.3,-6.3,3.9,5.0
C/C(=N/NC(=O)c1ccc2c(c1)OCO2)c1cccc([N+](=O)[O-])c1,11.8,-40.8,0.5,0.4,-140.1,.,-1.3,-4.4
Cc1ccccc1NC(=O)c1sc(NC(=O)COc2ccccc2)c(C#N)c1C,-33.9,0.4,-2.3,.,-10.8,2.0,-1.1,.
Cc1ccc(-c2c(C)n([O-])c3c([n+]2=O)CCCCC3)o1,4.5,.,5.1,-3.9,-9.6,-5.3,-4.2,-0.3
C=CCOc1ccnc(-c2ccccc2)n1,-7.0,-7.6,-6.4,1.0,10.6,.,-11.8,-4.8
O=C(NCC(c1cccnc1)N1CCOCC1)c1cccs1 (stereo not drawn),12.8,.,-5.0,-1.4,11.5,0.9,-2.5,-5.9
O=C(NC(=S)Nc1nc(-c2cccc([N+](=O)[O-])c2)cs1)c1ccccc1Cl,10.6,15.0,.,.,3.4,-13.3,2.1,.
COc1cc(CN2CCN(Cc3c[nH]c4ccccc34)CC2CCO)cc(OC)c1 (stereo not drawn),3.3,1.4,-1.7,1.0,2.4,-10.9,7.8,4.7
CCOC(=O)C(=O)NNc1cccc(C)c1C,.,.,0.3,6.8,11.8,-7.4,-11.1,11.5
O=C(CNC(=O)C(c1ccccc1)c1ccccc1)N/N=C/c1ccc(O)c([N+](=O)[O-])c1,-27.1,-0.4,1.6,-0.7,4.7,.,-1.2,-5.6
O=C(C1CCCC1)N1[C@H](CO)[C@@H]2c3ccccc3N(S(=O)(=O)c3ccccc3)C[C@@H]21,-5.6,-14.5,3.3,-5.0,-8.7,-13.5,-1.7,-17.0
O=C(Cn1cnc2c(oc3ccccc32)c1=O)N1CCN(c2ccccc2)CC1,.,.,4.3,-1.1,3.6,-4.4,-3.9,5.2
O=C(C[C@@H]1C=C[C@@H](NC(=O)c2ccccc2)[C@H](CO)O1)NCc1ccncn1,16.6,0.7,-3.5,0.2,-4.0,9.5,-7.5,-3.4
O=c1c2c(-c3cccs3)csc2ncn1/N=C/c1ccccn1,9.1,-1.2,2.7,-0.3,7.1,-1.7,13.3,-25.8
Cc1ccc(-n2[nH]c(C)c(/C=N/Nc3ccc([N+](=O)[O-])cc3[N+](=O)[O-])c2=O)cc1C,-21.9,17.2,.,.,16.9,.,4.1,.
CCCN(Cc1cc2ccccc2[nH]c1=O)C(=O)c1cccc([N+](=O)[O-])c1,-2.1,12.7,6.2,-0.5,9.8,4.7,2.7,0.4
C[C@@H](NC(=O)C[C@@H]1CC[C@H]2[C@@H](COC[C@@H](O)CN2C(=O)Nc2cccc(F)c2)O1)c1ccccc1,0.7,0.9,-2.7,-13.7,-25.5,-5.4,-7.5,-11.5
C[C@H](CO)N1C[C@H](C)[C@H](CN(C)Cc2ccc(C(F)(F)F)cc2)Oc2ccc(NS(=O)(=O)c3ccc(F)cc3)cc2CC1=O,-10.8,26.6,-1.1,5.1,84.9*,7.1,8.0,0.3
Cc1ccc(CCNC(=O)CS(=O)Cc2nc(-c3cccc(C)c3)oc2C)cc1 (stereo not drawn),-42.6,-15.9,-3.9,4.6,5.6,-1.0,-0.9,32.9
Cc1ccc2nc(N3CCN(CCO)CC3)nc(-c3ccccc3)c2c1,.,16.6,3.8,3.3,3.9,16.9,-19.8,2.2
Cc1ccc(N/C=C(/C#N)c2ccsc2)cc1,-33.3,-52.6,2.4,-1.7,.,.,8.9,4.6
Cn1c(=O)c2cc(NC(=O)Nc3cccnc3)ccc2n1Cc1cccc(C(F)(F)F)c1,9.9,2.2,1.3,1.0,-0.3,.,.,-8.5
Cc1ccc(CSCC(Nc2ccc(C(=O)O)cc2[N+](=O)[O-])C(=O)O)cc1 (stereo not drawn),9.6,11.4,1.8,-1.2,.,10.9,-7.6,13.6
Cn1cnnc1SCC(=O)Nc1sc2c(c1C#N)CCCCC2,-8.0,-2.5,-1.2,-0.6,.,-5.9,2.9,-13.9
CCCC/C(C)=N/NC(=O)Nc1ccccc1,.,.,-1.7,-0.3,.,-7.8,-0.6,15.7
O=C(Nc1cccc(C(=O)O)c1)/C(=C\c1ccccc1)NC(=O)c1ccco1,-11.2,14.1,-2.9,-0.5,-7.1,-2.6,.,5.4
Cc1nc(CS(=O)c2ccccc2)cc(N2CCOCC2)n1 (stereo not drawn),18.3,-5.9,-2.4,2.8,.,6.9,-0.4,9.6
CCc1ccccc1NC(=S)N(Cc1ccc(OC)cc1)CC1CCC(C(=O)O)CC1 (stereo not drawn),-3.7,-19.8,4.7,3.9,24.4,8.8,-0.1,2.4
COCC(=O)Nc1ccc2c(c1)C(=O)N(C)C[C@@H](OC)[C@H](C)CN(Cc1cccnc1)[C@@H](C)CO2,18.2,-3.6,-0.4,-1.4,-5.7,-12.0,-14.3,-17.4
CCCn1c(SCC(=O)NC23CC4CC(CC(C4)C2)C3)n[nH]c1=O,.,.,-1.9,-1.8,.,17.1,-6.7,-10.6
C=CCN1C(=O)CS/C1=N\N=C\c1cccc([N+](=O)[O-])c1,0.3,2.8,.,.,-26.3,6.5,3.5,5.3
O=C(Nc1nc(-c2ccccc2)cs1)c1ccccc1NS(=O)(=O)c1ccc(F)cc1,-49.5,?,.,.,86.3*,.,2.5,.
CC1CCc2c(sc3nc(CSc4n[nH]c(N)n4)[nH]c(=O)c23)C1 (stereo not drawn),11.8,-22.6,.,.,-41.7,.,-4.7,10.1
COc1ccccc1C(=O)NC(=S)Nc1ccc(NC(=O)c2cccs2)cc1,-2.1,5.8,.,.,-24.9,.,-1.6,.
O=[N+]([O-])c1ccccc1/C=C/CN1CCCCC1,.,.,-4.2,18.2,.,14.2,-1.8,-0.3
O=C(CC1CC1)N1[C@@H](CO)[C@@H]2c3ccccc3N(S(=O)(=O)c3ccccc3F)C[C@@H]21,2.6,-1.4,1.0,0.6,-18.8,-11.1,-1.2,-5.8
O=C(CSc1nccc(-c2ccc(Br)cc2)n1)NCCc1ccccc1,16.6,-9.3,-1.0,-4.1,.,-4.9,-1.9,13.1
Cc1cccc(/C=C2/C(=O)/C(=C/c3ccccc3C)C3CCC2N3C)c1 (stereo not drawn),.,.,-12.2,1.5,.,-1.4,-0.1,-5.6
CCOC(=O)c1sc2nccc(N(C)C)c2c1N=CNOCc1ccccc1,-5.0,-25.4,.,.,.,-24.4,18.4,.
CCCCNc1c(-c2ccc(SC(C)CC)cc2)nc2ccccn12 (stereo not drawn),24.5&-33.2,29.2&-32.1,-4.6,-5.0,-58.7&-160.2,.,-0.4,-106.3
O=C(NN1CCOCC1)c1cccc2ccccc12,7.4,-0.8,-1.8,4.6,-7.6,.,-6.5,-2.0
Cn1c(C(=O)N2CCC(C(N)=O)CC2)cc2c(=O)n(C)c3ccccc3c21,-0.3,11.1,2.1,-3.8,4.0,.,-7.8,-0.3
C[C@H](CO)N1C[C@H](C)[C@H](CN(C)S(=O)(=O)c2cn(C)cn2)Oc2ncc(-c3cccc(C(F)(F)F)c3)cc2C1=O,-2.6,-10.5,-3.3,3.2,.,10.4,-3.5,1.1
CC1CN(C(=O)c2cccc(COc3ccccc3Cl)c2)CC(C)O1 (stereo not drawn),-11.6,-21.9,.,.,-88.4,.,-8.0,.
Cc1cc(Cl)ccc1NC(=O)CCN1C(=O)NC(C)(C)C1=O,.,.,-1.3,-0.3,5.3,8.2,.,6.9
CCOc1ccc(/C=N/Nc2ccccc2)cc1,10.8,-16.1,-0.2,-0.6,-17.6,2.2,-0.7,16.6
CS(=O)(=O)NCCOc1ccc(S(=O)(=O)N2CCCc3ccccc32)cc1,.,.,3.9,0.3,.,-12.4,0.0,-12.8

# Additional entries.
SMILES,GSIS activator,LGR2 inh,PglD inh,Cneo AK release,PAX8 inh HTS,PGC1a acetyl inh,ARNT TACC3 PPI,C2C12 statin
Cc1cccc(NS(=O)(=O)c2ccc(Cl)cc2)n1,7.1,-8.1,2.2,8.1,5.4,2.4,-24.3,-11.6
O=C(NC(=S)Nc1ccccc1N1CCCCC1)c1ccc(F)cc1,8.1,-2.5,-2.3,34.8,9.7,-0.5,5.2,.
O=C1C2CCCN2C(=S)N1C1CCCCC1 (stereo not drawn),-4.5,-7.6,-8.6,-1.4,-5.4,-5.0,6.5,-22.8
Cc1ccc(C)c(S(=O)(=O)N2CCN(C(=O)CCCc3c[nH]c4ccccc34)CC2)c1,20.8,14.0,-4.3,-2.3,23.9,.,-1.7,-15.7

# Compound activity deposited in PubChem by Broad Institute.
